Screening results (PubChem)
DAX1 inh-1 = DAX1 (NR0B1) inhibitors on StAR promoter, primary screen, cell-based, luminescence, SF-1 (NR5A1), full-length DAX-1; AID 652010, 2013; HEK293T StAR-luciferase reporter, SF-1/DAX-1 repression relief; actives 1.1% (n = 370,000); inhibition, % at 6.8 µM;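 active means inhibition above the mean over all tested compounds plus 3 SD, cut at about 3.6% in these data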;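 further: 0% = DAX-1 cells with DMSO and 100% = cells lacking DAX-1 with DMSO; higher inhibition means more luminescence from relief of DAX-1 repression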
GAA850 FXN act = FXN promoter activators, primary screen, cell-based, luciferase luminescence, HEK293 lucGAA850; HEK293 lucGAA850 FXN promoter luciferase reporter, 24 h; percent of 10 µM SAHA response; activation, % at 6 µM; actives 0.56% (n = 360,000); AID 540364, 2011;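 active means activation above the average of all compounds screened plus 3 SD, cutoff fixed separately per campaign, cut at about 7.5% in these data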;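 further: 0% = DMSO wells and 100% = 10 µM SAHA wells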
hgDAF12 agonist = H. glycines DAF-12 receptor agonists, primary screen, cell-based, luminescence, HEK293, GAL4 fusion, UAS-luciferase | Nuclear hormone receptor DAF-12 (Heterodera glycines), GAL4 fusion | HEK293 GAL4-hgDAF12 UAS-luciferase reporter, agonist luminescence; normalized to butyrate control | activation, % at 6.8 µM | actives 1.8% (n = 370,000);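 active means activation above a cutoff set at the mean of all screened compounds plus 3 SD, cut at about 10% in these data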;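 further: 0% = DMSO wells and 100% = sodium butyrate wells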
sPLA2-III inh = human group III sPLA2 inhibitors, primary screen, biochemical, QFRET, BODIPY PC-A2 liposome substrate | Group 3 secretory phospholipase A2 (Homo sapiens), Q9NZ20 | QFRET BODIPY PC-A2 liposome hydrolysis, fluorescence | inhibition, % at 12.2 µM | actives 0.56% (n = 370,000) | AID 743126, 2013;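 active means inhibition above mean plus 3 SD of compounds lying within the high and low control bounds, cut at about 19% in these data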;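 further: 0% = median of test compound wells and 100% = no enzyme DMSO wells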
Target sequence (Q9NZ20 whole entry, looked up): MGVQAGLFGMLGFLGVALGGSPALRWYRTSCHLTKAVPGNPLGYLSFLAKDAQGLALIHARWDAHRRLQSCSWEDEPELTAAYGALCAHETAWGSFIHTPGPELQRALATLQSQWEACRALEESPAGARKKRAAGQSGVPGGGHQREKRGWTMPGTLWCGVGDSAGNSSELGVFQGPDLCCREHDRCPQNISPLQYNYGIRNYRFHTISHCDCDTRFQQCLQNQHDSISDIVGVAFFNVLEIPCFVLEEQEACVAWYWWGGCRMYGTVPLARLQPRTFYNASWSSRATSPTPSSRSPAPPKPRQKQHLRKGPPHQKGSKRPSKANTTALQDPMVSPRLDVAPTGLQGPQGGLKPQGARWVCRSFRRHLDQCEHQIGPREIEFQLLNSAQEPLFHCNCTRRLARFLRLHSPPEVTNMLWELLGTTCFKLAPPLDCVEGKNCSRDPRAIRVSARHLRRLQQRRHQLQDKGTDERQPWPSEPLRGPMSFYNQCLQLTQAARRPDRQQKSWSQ
SMARCA2 act = SMARCA2 (BRM) function activators, primary screen, cell-based, luminescence, high throughput. activation, % at 9.1 µM. actives 1% (n = 370,000). MG213 cells, MMTV-luciferase reporter, dexamethasone, overnight; in the data active means activation above about 7.8%;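 further: 0% = vehicle wells and 100% = reference activator wells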
PLC-beta3 inh = human PLC-beta3 inhibitors, primary screen, biochemical, fluorescence; 1-phosphatidylinositol 4,5-bisphosphate phosphodiesterase beta-3 (Homo sapiens), Q01970; Purified PLC-beta3, fluorogenic substrate; inhibition, % at 12.2 µM; actives 0.18% (n = 370,000); in the data active means inhibition above about 11%;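 further: 0% = median of compound wells on plate and 100% = full blocker control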
NR1D1 modulator = modulators of Rev-erb alpha DNA binding, primary screen, biochemical, FITC-DNA, fluorescence polarization, uHTS; activity, % at 10 µM; actives 0.79% (n = 370,000); Rev-erbα–FITC-DNA binding, 90 min; Nuclear receptor subfamily 1 group D member 1 (Homo sapiens), P20393;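 active means activity above about 14%, limit read from the data; passing the limit was not always enough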;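 further: 0% = DMSO wells with 35 nM protein and 100% = DMSO wells with 750 nM protein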
ssDAF12 agonist = S. stercoralis DAF-12 nuclear receptor activators, primary screen, cell-based, luminescence, HEK293, GRIP1 co-expression, lit1-tk-luc. HEK293 ssDAF-12/GRIP1 lit1-tk-luc reporter; % of 3 µM dafachronic acid response. actives 1% (n = 370,000). activation, % at 6.8 µM. Nuclear hormone receptor DAF-12 (Strongyloides stercoralis);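 active means activation above the mean over all tested compounds plus 3 SD, cut at about 0.9% in these data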;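 further: 0% = DMSO-only wells and 100% = 3 µM delta7-dafachronic acid wells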
DAX1 inh-2 = DAX1 (NR0B1) inhibitors, primary screen, cell-based, HEK293, Gal4-DAX1, luciferase luminescence; HEK293 Gal4-DAX1 luciferase reporter; inhibition, % at 6.75 µM; Nuclear receptor subfamily 0 group B member 1 (Homo sapiens), P51843; actives 0.99% (n = 340,000); AID 504766, 2011;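 active means inhibition above the mean over all tested compounds plus 3 SD, cut at about 4.2% in these data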;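 further: 0% = DAX1-transfected cells with DMSO and 100% = empty-vector control cells with DMSO; inhibition shows as a rise in luminescence from relieved DAX1 repression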
Target sequence (P51843 207-470 limits assumed): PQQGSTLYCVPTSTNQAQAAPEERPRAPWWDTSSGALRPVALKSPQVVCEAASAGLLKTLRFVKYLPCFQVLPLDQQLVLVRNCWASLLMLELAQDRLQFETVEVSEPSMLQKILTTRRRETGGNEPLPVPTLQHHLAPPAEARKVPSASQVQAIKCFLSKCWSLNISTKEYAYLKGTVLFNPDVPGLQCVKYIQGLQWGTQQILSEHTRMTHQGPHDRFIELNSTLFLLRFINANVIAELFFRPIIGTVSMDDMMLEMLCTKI
PG9 Ab binder = binders of HIV-1 gp120 antibody PG9, primary screen, biochemical, TR-FRET | HIV-1 gp120 / PG9 antibody interaction | TR-FRET gp120-PG9 antibody binding | inhibition, % at 6.7 µM | actives 0.43% (n = 360,000); in the data active means inhibition above about 8.5%
hcDAF-12 act = H. contortus DAF-12 nuclear receptor activators, primary screen, cell-based, luminescence, HEK293, lit1-tk-luc reporter | AID 652067, 2013 | HEK293 hcDAF-12 lit1-tk-luc reporter; 0% DMSO, 100% Δ7-dafachronic acid | activation, % at 6.8 µM | actives 1.4% (n = 370,000);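 active means activation above the mean of all tested compounds plus 3 SD, cut at about 5.5% in these data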;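 further: 100% = response to 3 µM Δ7-dafachronic acid high control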
An asterisk follows results filed as active; . = not tested or not shown.

cpd | SMILES | DAX1 inh-1 | GAA850 FXN act | hgDAF12 agonist | sPLA2-III inh | SMARCA2 act | PLC-beta3 inh | NR1D1 modulator | ssDAF12 agonist | DAX1 inh-2 | PG9 Ab binder | hcDAF-12 act
1 | Nc1sccc1C(=O)NC1CC1 | 1.0 | . | 1.5 | 11 | -2 | -12 | 2 | 0.7 | . | -3.2 | 0.7
2 | O=c1cc(C(F)(F)F)[nH]c2c(OC(F)(F)F)cccc12 | 0.8 | -1.1 | 0.4 | 9 | -4 | -4 | 8 | -1.6 | 0.5 | 1.4 | -0.3
3 | CCCCC(=O)Nc1cccc(-c2ccc3nncn3n2)c1 | -0.6 | -2.1 | -0.8 | 3 | -1 | -8 | 5 | -1.3 | 1.1 | -1.1 | -1.2
4 | CCOP(=O)(OCC)C(Nc1cccc(C(F)(F)F)c1)c1ccc(C)cc1 (stereo not given) | -1.3 | -3.8 | 2.2 | 14 | -1 | -2 | -4 | -1.4 | -1.2 | 0.1 | 0.7
5 | O=C(c1cnc2sccn2c1=O)N1CCN(c2ccccc2Cl)CC1 | 0.3 | 0.4 | -2.4 | 3 | 0 | -4 | -3 | -1.1 | 0.3 | -0.7 | -0.9
6 | O=C1CCSc2ccc(Cl)cc2N1Cc1ccccc1 | -0.1 | 0.1 | 1.0 | 8 | 0 | 0 | 7 | -1.0 | -0.2 | 0.4 | -2.8
7 | O=C(CSc1nncc(=O)[nH]1)NC1CCCCC1 | -0.4 | 0.1 | -0.6 | 5 | 0 | -5 | 2 | -0.9 | -0.2 | 0.9 | -0.8
8 | COc1ccccc1/C=C1\C(=O)Nc2ccccc21 | -0.7 | 3.6 | -0.1 | -8 | 0 | -6 | -8 | -0.7 | -2.4 | -3.2 | 2.1
9 | COc1cc(C=O)c(Br)cc1OC1CCCC1 | -0.2 | -0.8 | -1.9 | 9 | -3 | 0 | 16 | -1.5 | 0.2 | 3.1 | -1.2
10 | COc1cc(N(C)C)c([N+](=O)[O-])cc1C(=O)N1CCN(Cc2ccccc2)CC1 | -0.1 | 1.8 | 3.4 | -3 | -1 | 4 | -2 | -1.0 | -0.4 | -1.7 | -0.8
11 | O=C(O)C1CC(=O)N(c2ccc(OCc3c(F)cccc3Cl)cc2)C1 (stereo not given) | -0.2 | -0.9 | -2.1 | 0 | -2 | -6 | -10 | -1.2 | 0.9 | 3.2 | 1.7
12 | O=C(C1CCCN1S(=O)(=O)c1cccc2ccccc12)N1CCN(c2ccccc2)CC1 (stereo not given) | 0.4 | . | -3.7 | -11 | 0 | 3 | -1 | 2.5* | . | . | -2.8
13 | CCOC(=O)c1sc(=S)n(-c2ccccc2OC)c1N | -0.4 | -0.4 | -0.3 | 4 | -1 | 1 | 1 | -1.2 | 0.1 | 0.6 | 0.1
14 | O=C(NCc1ccccn1)C1CCN(S(=O)(=O)c2ccccc2C(F)(F)F)CC1 | -0.8 | 0.0 | 2.5 | -4 | 3 | -2 | 4 | -1.2 | -0.3 | -1.7 | -0.6
15 | COC(=O)[C@]1(Cc2ccccc2)N[C@H](c2ccc(-c3ccc(OC)cc3)cc2)[C@@H]2C(=O)N(C)C(=O)[C@@H]21 | 0.8 | 2.6 | 1.0 | -2 | 2 | -19 | -7 | -1.0 | 1.4 | 0.0 | -0.2
16 | O=C(NNC(=S)NCc1ccccc1)c1ccc(OC(F)F)cc1 | 0.2 | -1.5 | -0.2 | 6 | -2 | -1 | 0 | -1.0 | 0.1 | 0.5 | -2.2
17 | CCOC(=O)N1CCN(C(=O)C[C@@H]2C[C@@]3(C(=O)OC)CCCCC=C3N(CCC3=CCCCC3)C2=O)CC1 | -0.1 | . | -2.8 | -5 | 6 | 3 | 1 | -0.6 | . | -0.5 | -2.3
18 | Cc1c(NC(=O)C(C)OC(=O)c2cccnc2)c(=O)n(-c2ccccc2)n1C (stereo not given) | 0.1 | -0.3 | -1.1 | -1 | 8.3* | 6 | 9 | -0.7 | -0.2 | -2.5 | -3.1
19 | Cc1ccc(OCCN2C(=O)NC3(CCc4ccccc4C3)C2=O)cc1 (stereo not given) | -0.9 | 3.4 | -2.4 | -3 | -2 | -2 | 4 | -1.6 | -0.5 | -1.0 | -2.3
20 | Nc1[nH]c(C(=O)c2ccccc2)c(-c2ccc(Cl)cc2Cl)c1C(=O)c1ccc(Br)cc1 | 0.4 | . | -2.2 | 14 | -4 | -4 | -3 | -1.3 | . | -1.7 | -0.9
21 | COC(=O)c1cc(NC(=O)c2cc(-c3ccc(OC)cc3)oc2C(F)(F)F)ccc1N1CCOCC1 | -1.2 | 0.1 | 1.1 | -4 | 1 | -7 | -2 | -1.0 | -2.1 | -1.9 | 0.9
22 | CC1(C)CC(=O)C=C(C#CC2(O)CCCCC2)C1 | -1.4 | -11 | -2.8 | -1 | -5 | -2 | 2 | -1.0 | -2.2 | 0.4 | -0.1
23 | CC1CCC(NS(=O)(=O)c2ccc(Cl)s2)CC1 (stereo not given) | 0.5 | 0.9 | 0.2 | -5 | -2 | -3 | 4 | -1.4 | -1.0 | 1.2 | -1.2
24 | COC(=O)c1cnc(Oc2ccc(NC(=O)NC(=O)c3c(F)cccc3F)cc2)cc1C(F)(F)F | 0.5 | -1.3 | 0.3 | 1 | -3 | -4 | 1 | -1.1 | 0.5 | -2.1 | -2.0
25 | Cc1nnc(NC(=O)c2ccccc2Br)s1 | 1.2 | 0.6 | 0.8 | -4 | 2 | 1 | -9 | -1.0 | -0.5 | 0.4 | 0.0

The last 2 compounds of the section above come first, to join the parts:
cpd | SMILES | DAX1 inh-1 | GAA850 FXN act | hgDAF12 agonist | sPLA2-III inh | SMARCA2 act | PLC-beta3 inh | NR1D1 modulator | ssDAF12 agonist | DAX1 inh-2 | PG9 Ab binder | hcDAF-12 act
24 | COC(=O)c1cnc(Oc2ccc(NC(=O)NC(=O)c3c(F)cccc3F)cc2)cc1C(F)(F)F | 0.5 | -1.3 | 0.3 | 1 | -3 | -4 | 1 | -1.1 | 0.5 | -2.1 | -2.0
25 | Cc1nnc(NC(=O)c2ccccc2Br)s1 | 1.2 | 0.6 | 0.8 | -4 | 2 | 1 | -9 | -1.0 | -0.5 | 0.4 | 0.0
26 | CCCCc1cc(=O)oc2cc(OCC(=O)Nc3ccccn3)ccc12 | 4.3* | 1.5 | 7.7 | -3 | 3 | -13 | 5 | -0.3 | 1.6 | -3.0 | 4.5
27 | Cc1nc2ccccn2c1/C(O)=C1\C(=O)C(=O)N(CCCn2ccnc2)C1c1ccncc1 (stereo not given) | 0.2 | -0.5 | -1.1 | 0 | 3 | 2 | 0 | -0.9 | 2.3 | 1.4 | 0.8
28 | COC(=O)c1ccccc1NC(=O)Nc1ncccc1C | -0.5 | 1.2 | 0.3 | 10 | -6 | -3 | 5 | -0.8 | 0.4 | -0.9 | -1.7
29 | COc1ccccc1/C=C/C(=O)NCC(=O)N1CCC(N(C)C2CCCC2)CC1 | 0.5 | 2.2 | 0.3 | -7 | 1 | -2 | -7 | -1.2 | -1.1 | -1.7 | 2.2
30 | COc1ccc(Cl)c(-c2cc(C(=O)NCc3ccc(C(F)(F)F)cc3)[nH]n2)c1 | 0.3 | -1.4 | 1.6 | 1 | 2 | -2 | 5 | -1.8 | . | 0.3 | -1.3
31 | C#CCNc1cc(-c2ccccc2)nc2ncnn12 | -0.8 | 2.0 | 1.8 | 5 | -1 | -5 | -2 | -1.0 | -0.7 | -1.5 | -2.0
32 | CCOC(=O)N1CCN(C(=O)C[C@@H]2C[C@@]3(C(=O)OCC)CCC=C3N(Cc3ccc(Cl)cc3Cl)C2=O)CC1 | -0.5 | . | -3.0 | -18 | -3 | -1 | 3 | -0.7 | . | 0.2 | -1.1
33 | O=C(NCCC(=O)N(Cc1ccco1)Cc1cccs1)c1ccccc1Cl | -0.9 | 0.9 | 0.8 | 0 | -2 | -4 | -2 | -1.7 | -0.5 | 0.1 | -0.4
34 | CN(C)C(=O)c1c(NC(=O)c2ccccc2)sc2c1CCC2 | -0.3 | 0.9 | -0.2 | 2 | -3 | -11 | 2 | -1.0 | -0.1 | 2.6 | -1.5
35 | CC(C)(C)c1ccc(C(O)c2ncc(-c3ccc(F)cc3)[nH]2)cc1 (stereo not given) | 0.1 | 0.0 | -0.4 | -8 | -2 | 0 | -4 | -1.6 | . | -0.8 | -1.7
36 | CCN(C(=O)c1ccc2c(=O)n3c(nc2c1)CCCCC3)c1ccccc1C | 0.5 | 1.3 | -1.7 | 0 | -1 | -4 | -2 | -1.1 | -0.5 | 0.4 | 0.8
37 | CC(C)(C)n1nnnc1C(c1cccs1)N1CCCc2ccccc21 (stereo not given) | 0.8 | 3.9 | 2.0 | 2 | 0 | 6 | -1 | -0.7 | 0.2 | 1.2 | -0.1
38 | COc1cc(C2C(C(=O)c3cc4ccccc4o3)=C(O)C(=O)N2CCN2CCOCC2)ccc1OCCC(C)C (stereo not given) | 0.4 | -0.6 | -0.1 | -6 | -2 | -32 | 4 | -0.2 | 0.5 | 6.4 | -0.5
39 | CCOC(=O)c1nn(-c2ccccc2)c(=O)cc1OCC(=O)Nc1cc(C)ccc1OC | 0.4 | -1.1 | -1.7 | 9 | -5 | -5 | 48* | -1.5 | 1.5 | 0.9 | 1.5
40 | CCOC(=O)c1sc2nc(CC(=O)OC)nc(NCC(=O)OC)c2c1C | -0.6 | -1.7 | 0.6 | 14 | -5 | -23 | -2 | -1.4 | -1.3 | -0.3 | -2.6
41 | Cc1sc2nc(C(C)C)nc(SCC(=O)N3CCOCC3)c2c1C | -0.1 | 4.4 | 2.4 | -4 | 1 | -43 | 3 | -1.4 | -0.6 | -2.8 | -2.3
42 | CCOC(=O)Cc1csc(NC(=O)/C=C\c2ccccc2Cl)n1 | -0.3 | 2.2 | 6.6 | -19 | -1 | -8 | 4 | -0.5 | . | -0.4 | -1.7
43 | Cc1cc(C)cc(C(O)c2ncc(-c3ccccc3C(F)(F)F)[nH]2)c1 (stereo not given) | -0.4 | -2.3 | 0.2 | -6 | -1 | 4 | -4 | -1.8 | . | 1.7 | -1.5
44 | CCOc1cc(CNc2ccc(S(N)(=O)=O)cc2)cc(Cl)c1OC | -1.0 | 2.5 | 0.9 | -10 | -2 | 2 | -1 | -1.8 | 0.1 | -0.2 | -2.2
45 | CSCC[C@H](NC(=O)OC(C)(C)C)C(=O)N/N=C/c1cc2ccc(C)cc2nc1Cl | -0.1 | 0.7 | -1.8 | 12 | -1 | -1 | 3 | -0.4 | -0.7 | 0.3 | -0.3
